Assay outcomes as filed in PubChem.
mcGAS inh: blocks mouse cGAS activity; AID 1259399; Q8C6L5; inhibition, % at 12.5 µM; hit rate 0.15% among 160,000; recombinant cGAS, Kinase-Glo ATP depletion luminescence;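 further: 0% = negative control wells and 100% = reference inhibitor with no enzyme activity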
NPYLR7 ag: activates Aedes aegypti NPYLR7 receptor. activation, % at 10 µM. AID 1259423. hit rate 0.15% among 270,000. HEK293T NPYLR7/Galpha15, GCaMP6s calcium fluorescence; in the data active means activation above about 40%;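 further: 0% = vehicle and 100% = reference agonist at the receptor; some compounds past the cut are filed as inactive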
hcGAS inh: blocks human cGAS activity | AID 1259398 | hit rate 0.081% among 290,000 | Q8N884 | inhibition, % at 12.5 µM | recombinant h-cGAS, ATP depletion, Kinase-Glo luminescence;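 further: 0% = vehicle reaction and 100% = reaction without DNA for no activity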
Target sequence (Q8N884 whole entry, looked up): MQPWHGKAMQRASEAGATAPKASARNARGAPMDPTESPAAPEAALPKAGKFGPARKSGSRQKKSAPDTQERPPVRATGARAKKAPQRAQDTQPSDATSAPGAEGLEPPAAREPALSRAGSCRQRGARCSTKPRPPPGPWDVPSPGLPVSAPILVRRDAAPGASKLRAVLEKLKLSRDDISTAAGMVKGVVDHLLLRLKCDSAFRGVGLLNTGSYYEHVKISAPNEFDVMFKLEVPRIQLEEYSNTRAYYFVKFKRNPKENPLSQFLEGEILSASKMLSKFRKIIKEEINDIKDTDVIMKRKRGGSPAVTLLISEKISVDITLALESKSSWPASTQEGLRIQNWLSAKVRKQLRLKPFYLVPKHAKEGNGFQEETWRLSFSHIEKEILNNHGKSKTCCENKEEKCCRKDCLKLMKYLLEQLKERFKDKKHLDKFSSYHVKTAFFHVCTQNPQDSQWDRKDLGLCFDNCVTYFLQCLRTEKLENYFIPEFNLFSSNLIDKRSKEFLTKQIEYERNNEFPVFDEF
The depositor's hits bear a star; nt = not tested or not shown; & = joins results of further samples. Unless noted, no stated cut-off is given here; in the data, active means inhibition above about 40%; inactive means the rest. Not a hit list; overall some 0.29% were active at least once.

SMILES | mcGAS inh | NPYLR7 ag | hcGAS inh
COC(=O)[C@@H](NC(=O)C1CCCn2ccnc21)C(C)(C)C (stereo not given in full) | nt | 2.3 | 4.5
Cc1nn(CC(=O)N[C@@H]2C[C@H]3C(=O)N(C)CC(=O)N3C2)c(C)c1C | nt | -3.3 | -5.2
Cc1ccc(-n2nnc3c(=O)n(CC(N)=O)cnc32)cc1C | -7.8 | -4.6 | -5.2
CC(=O)c1cccc(NCC(=O)Nc2ccc(Cl)cc2C(F)(F)F)c1 | -15.7 | 13.3 | -8.4
O=C(CCl)N1CCN(S(=O)(=O)c2ccc(F)c(Cl)c2)CC1 | nt | -2.3 | 0.7
C=CCN(CC=C)c1cc(Cl)nc(SCc2ccc(C(=O)NC(c3ccccc3)c3ccccc3)cc2)n1 | -5.6 | 26.2 | -1.6
CC(NC(=O)COc1ccc2cc(Br)ccc2c1)c1ccc(F)cc1 (stereo not given) | nt | 1.0 | -4.7
CCN(CC)C(=O)Nc1nnc(SCC(=O)NC2=NCCS2)s1 | -2.5 | 2.4 | -2.5
CCCCc1ccc(NC(=O)Cn2nc(C3CCCN(S(C)(=O)=O)C3)n(C)c2=O)cc1 (stereo not given) | -5.7 | -6.4 | 3.0
CCc1ccc(CN(C)C(=O)Cn2nnnc2CN2CCC(C)CC2)nc1 | nt | 5.1 | -4.4
Cc1sc(=O)n(CC(=O)NCCc2ccc(F)cc2)c1C | nt | 6.9 | -15.9
Cc1ccn(-c2ccc(Nc3ccc(NC(=O)c4ccc5c(c4)OCO5)cc3)nn2)n1 | -8.1 | -4.3 | -8.2
O=C(NC1=N[C@@]23CO[C@H](c4ccccc4)C[C@@H]2CC(=O)[C@H]3S1)OCc1ccccc1 | -8.6 | 1.0 | 5.3
Cc1nn(C)c2ncc(NC(=O)C3CC=CCC3)cc12 (stereo not given) | nt | 4.8 | -6.7
O=C(O)CN(CCP(=O)(c1ccccc1)c1ccccc1)CC(=O)O | nt | -1.9 | -3.0
Cc1cc(C)n(-c2ccc(N3CCC(N[C@H]4CC=CC[C@H]4C(N)=O)CC3)cc2)n1 | nt | -0.8 | -3.6
CC1CCN(c2ccc(NC(=O)COc3ccc(Cl)cc3)cc2C(=O)NCc2ccccc2)CC1 | -4.9 | 18.7 | -5.3
CCOC(=O)NC1(C(F)(F)F)NC(=O)N(C2CCCCC2)C1=O (stereo not given) | -7.6 | 0.6 | -20.2
CCCCCCCC(=O)N1CCC[C@@H]1C(=O)NCCCNC(=O)c1ccc(OC)cc1 | -6.2 | 8.9 | -6.1
COc1ccccc1-c1cc(C(=O)N2CCN(C(c3ccccc3)c3ccccc3)CC2)nc2cc(-c3ccccc3)nn12 | -5.3 | 17.9 | 0.2

Reprinted from above, 16 compounds:
SMILES | mcGAS inh | NPYLR7 ag | hcGAS inh
O=C(CCl)N1CCN(S(=O)(=O)c2ccc(F)c(Cl)c2)CC1 | nt | -2.3 | 0.7
C=CCN(CC=C)c1cc(Cl)nc(SCc2ccc(C(=O)NC(c3ccccc3)c3ccccc3)cc2)n1 | -5.6 | 26.2 | -1.6
CC(NC(=O)COc1ccc2cc(Br)ccc2c1)c1ccc(F)cc1 (stereo not given) | nt | 1.0 | -4.7
CCN(CC)C(=O)Nc1nnc(SCC(=O)NC2=NCCS2)s1 | -2.5 | 2.4 | -2.5
CCCCc1ccc(NC(=O)Cn2nc(C3CCCN(S(C)(=O)=O)C3)n(C)c2=O)cc1 (stereo not given) | -5.7 | -6.4 | 3.0
CCc1ccc(CN(C)C(=O)Cn2nnnc2CN2CCC(C)CC2)nc1 | nt | 5.1 | -4.4
Cc1sc(=O)n(CC(=O)NCCc2ccc(F)cc2)c1C | nt | 6.9 | -15.9
Cc1ccn(-c2ccc(Nc3ccc(NC(=O)c4ccc5c(c4)OCO5)cc3)nn2)n1 | -8.1 | -4.3 | -8.2
O=C(NC1=N[C@@]23CO[C@H](c4ccccc4)C[C@@H]2CC(=O)[C@H]3S1)OCc1ccccc1 | -8.6 | 1.0 | 5.3
Cc1nn(C)c2ncc(NC(=O)C3CC=CCC3)cc12 (stereo not given) | nt | 4.8 | -6.7
O=C(O)CN(CCP(=O)(c1ccccc1)c1ccccc1)CC(=O)O | nt | -1.9 | -3.0
Cc1cc(C)n(-c2ccc(N3CCC(N[C@H]4CC=CC[C@H]4C(N)=O)CC3)cc2)n1 | nt | -0.8 | -3.6
CC1CCN(c2ccc(NC(=O)COc3ccc(Cl)cc3)cc2C(=O)NCc2ccccc2)CC1 | -4.9 | 18.7 | -5.3
CCOC(=O)NC1(C(F)(F)F)NC(=O)N(C2CCCCC2)C1=O (stereo not given) | -7.6 | 0.6 | -20.2
CCCCCCCC(=O)N1CCC[C@@H]1C(=O)NCCCNC(=O)c1ccc(OC)cc1 | -6.2 | 8.9 | -6.1
COc1ccccc1-c1cc(C(=O)N2CCN(C(c3ccccc3)c3ccccc3)CC2)nc2cc(-c3ccccc3)nn12 | -5.3 | 17.9 | 0.2

(continued)
SMILES | mcGAS inh | NPYLR7 ag | hcGAS inh
O=C(NCC(=O)N1CCCC1)c1c[nH]cc1-c1cnn(-c2ccccc2)c1 | nt | 5.2 | -9.0
CCOc1cccc(-c2nc(C(N)=O)c3[nH]c(=O)n(-c4ccc(C(C)(C)C)cc4)c3n2)c1O | -7.9 | -4.6 | -9.6
Cc1ccc(C=C2COc3ccccc3C2=O)s1 | nt | 16.7 | -12.9
CC(C)c1csc(C(=O)N2CCC(OCc3cccnc3)CC2)n1 | nt | -0.6 | -4.0
COc1ccccc1N(C)S(=O)(=O)c1ccc(Cl)cc1 | nt | 0.9 | 1.8
O=C1CN(c2ccc(S(=O)(=O)C(F)(F)F)cc2)CCN1 | nt | 4.2 | -5.0
Cc1cccc(OCC(=O)NN2C(=O)NC3(CCCCC3)C2=O)c1 | nt | 3.2 | 4.1
Cc1ccc(C(=O)N2CCC(N3CCC(C(=O)NC(C)C)CC3)CC2)s1 | -3.3 | 0.5 | -5.8
NC1=NC(=O)/C(=C\c2cc3c(cc2Br)OCO3)S1 | -4.4 | 32.1 | -2.9
COc1cc(=O)n(-c2ccc(F)cc2)nc1C(=O)N(Cc1ccccc1)c1ccccc1 | -7.3 | 5.2 | -11.3
CCc1nc2ccc(C(=O)NC3CCN(Cc4ccccc4)CC3)cn2c1N(CC)Cc1ccc(OC)c(OC)c1 | -3.6 | 20.1 | -5.1
Cc1nn(-c2ccccc2)c2[nH]cc(C(=O)Nc3ccccc3)c(=O)c12 | -6.3 | -2.6 | 0.1
c1cnn(CCCNc2ccc(-c3nc(C4CC4)no3)cn2)c1 | nt | 12.6 | -7.6
CCC(=O)Nc1ccc(OCC(=O)NCc2nc(C)c3c(n2)CCCC3)cc1 | nt | 6.8 | -3.0
COC(=O)Cn1c(=O)c2c(nc3n(-c4ccc(OC)c(Cl)c4)c(C)cn23)n(C)c1=O | -5.7 | 4.8 | -8.0
COc1ccc(-n2nnc3c(N4CCN(S(=O)(=O)c5ccc(C)cc5C)CC4)ncnc32)cc1 | -9.2 | -8.4 | -5.9
COC(=O)CSC1=C(C#N)C(=O)NC2(CCCCC2)S1 | -1.0 | 16.9 | 1.0
CCNC(=O)Nc1ccc(-c2c(-c3ccc(C)cc3)nn(-c3ccc(C)cc3)c2OC(C)=O)cc1 | -4.2 | nt | -7.8
CC(C)CN(Cc1cccn1Cc1ccccc1Cl)C(=O)c1cccc(Cl)c1 | -2.3 | -1.3 | -4.1
CCOC(=O)c1nc2ccccc2nc1N1CCCN(S(=O)(=O)c2c(F)c(F)c(F)c(F)c2F)CC1 | -7.5 | 5.2 | -8.1
O=C(NC1CC(=O)N(c2ccccc2)C1)c1cc2c([nH]c1=O)CCC2 (stereo not given) | nt | -1.9 | -5.6
CN(C(=O)NCc1ccncc1)C1CCCN(c2ccccc2)C1=O (stereo not given) | nt | 0.6 | -0.6
COCCn1c(C(=O)NCC(=O)OC(C)C)cc2c(=O)n(C)c(=O)n(C)c21 | -6.7 | -1.2 | -6.6
CCOC(=O)CNC(=O)CSC1=NS(=O)(=O)c2ccccc2N1 | nt | 13.7 | -4.1
COc1ccccc1C(=O)Nc1ccnn1C1CCN(C(=O)c2ccccn2)CC1 | -3.5 | 14.3&11.3 | -3.1&-6.6
CCOC(=O)C1(Cc2ccccc2Cl)CCN(C(=O)CCc2ccccc2)CC1 | nt | 10.0 | -10.8
O=C(CN1C(=O)C(Oc2ccccc2)C1c1ccccn1)NCC(O)c1ccc(O)cc1 (stereo not given) | nt | 8.9 | -1.6
O=S(=O)(NN=Cc1ccc(C(F)(F)F)cc1)c1ccc(Br)cc1 | 0.5 | -2.8 | 1.6
Cn1c2nc3ccccc3nc2c2c(=O)n(C3CCCC3)cnc21 | nt | -2.8 | -7.4
N#CCCN(Cc1ccco1)S(=O)(=O)CC1CCCCC1 | nt | 6.1 | -6.2
CC(=O)N[C@@H](CS)C(=O)O | 2.3 | -0.2 | 3.1
CCCCNC(=O)CSc1ncnc2c1cnn2-c1ccc(F)cc1 | nt | -7.6 | -1.5
O=C1C(=Cc2csnn2)CN(CC(F)F)CC1=Cc1csnn1 | nt | 8.3 | -8.7
CCC(=O)C1=C(c2cccc(OC)c2)N(C(=O)CC)n2c(C)nnc2S1 | nt | 0.8 | -9.4
COc1cccc(-c2noc(CN3C(=O)COc4ccc(C)cc43)n2)c1OC | -3.9 | -3.6 | -5.3
CC(=O)Nc1ccc(C=NCCc2cccs2)cc1 | nt | 2.3 | -11.2
COc1cccc(C2CCCCN2Cc2nc(Cc3cccc(C(F)(F)F)c3)no2)c1 (stereo not given) | -10.3 | 8.2 | -9.6
CC(C)Sc1nnc(-c2ccc(=O)n(C)c2)n1C | nt | 2.7 | -16.2
CC(=O)OC1(C#CI)C2CC3CC(C2)CC1C3 (stereo not given) | nt | 8.0 | -10.5
Cc1occc1-c1n[nH]c(=S)o1 | nt | 13.2 | 7.7
COc1ccc(C2=NN(C(=O)COc3cc(C)ccc3C(C)C)C(O)(C(F)(F)F)C2)cc1 (stereo not given) | -6.5 | 0.4 | -16.7
Cc1cc(C)n(CCNC(=O)c2cc(-c3ccccc3)n[nH]2)c(=O)n1 | -9.2 | 24.6 | -2.0
CCSc1nnc(SCC(=O)NC(=O)NC(C)(C)C)s1 | nt | 0.2 | -5.6
CCc1nc2n(n1)C(=O)C(C(c1ccc(C(C)C)cc1)N1CCCC1)S2 (stereo not given) | -8.3 | -2.4 | -10.4
O=C(NNc1ncccn1)c1cc(Cl)c[nH]1 | nt | -3.3 | -3.8
CC(C)c1cc(CNC(=O)N2CCCC3CCCC32)on1 (stereo not given) | -4.7 | 4.8 | -4.7
COc1ccc(C2CC(c3ccc4ccccc4c3O)=NN2)cc1OC (stereo not given) | nt | 6.6 | -3.5
COc1cc(NC2=Nc3cccc4cccc2c34)cc(OC)c1OC | nt | -2.7 | -5.7
CCOCC(=O)N1CCC2(C1)c1nc[nH]c1CCN2CC1CCCCC1 (stereo not given) | -5.8 | nt | -12.4
Cc1cccc(CSc2nnc(CNC(=O)/C=C/c3ccccc3)n2-c2ccc(Cl)cc2Cl)c1 | -4.0 | 2.7 | 0.7

Additional structures follow.
SMILES | mcGAS inh | NPYLR7 ag | hcGAS inh
CCc1noc(C)c1C(=O)N1CCN(C2CCCC2O)CC1 (stereo not given) | -6.8 | 5.2 | -10.5
Cc1ccc(S(=O)(=O)Nc2ccccn2)c(C)c1 | -6.3 | 14.5 | -0.3
Cc1ccc(C(=O)N2CC(C)(C)SC23C(=O)N(Cc2ccccc2)c2ccc(C)cc23)cc1 (stereo not given) | -7.3 | -2.8 | -7.8
Cc1ccc(C2=NN(c3ccc(/C=N\NC(=O)c4ccc(F)cc4)cc3)CC2)cc1 | -4.0 | -5.0 | -1.3
CCn1nnnc1SCc1csc(Cc2ccc(OC)cc2)n1 | -8.2 | 2.0 | -6.7
Cc1[nH]nc(NC(=O)c2cc(C)n(C)n2)c1-c1ccc2c(c1)OCO2 | nt | 2.0 | -8.1
Cc1ccsc1CN(Cc1ccc(Sc2nncn2C)o1)C1CCCC1 | nt | 1.9 | -9.7
CCN(CC)C(=O)CN1CCN(C(=O)CCc2nc3cc(S(=O)(=O)N(C)C)ccc3n2C)CC1 | -8.4 | -1.1 | -5.9
CN(C)C(=O)c1nc2ccc(Cl)cn2c1CNCc1cnn(Cc2ccccc2)c1 | -7.7 | 11.2 | -3.7
Cc1ncsc1CN1CCCCC1CCN(C)C (stereo not given) | -8.3 | -0.1 | -6.6
CCOC(=O)C(CC(C)C)NC(C)=O (stereo not given) | nt | 3.9 | -1.9
COc1ccc2oc(/C=C/N(C)C)c(C(=O)c3ccc(Br)cc3)c2c1 | nt | 7.8 | -3.9
CCCSc1nc2c(c(=O)[nH]1)C(c1sccc1C)C(C(=O)OC(C)C)C(C)=N2 (stereo not given) | nt | 1.7 | -5.0
CC(C)CCC1(C)NC(=S)N(c2ccc(Cl)cc2)N1 (stereo not given) | -5.0 | 0.4 | -0.7
CCOC(=O)c1nn(-c2ccc(OC)cc2)c(=O)c2c(NC(=O)CCC3CCCC3)scc12 | 3.2 | -9.0 | 5.5
CCN(CCC(=O)N1CCC(C)CC1)C(=O)c1cnc(C)cn1 | nt | 24.6 | -7.6
CCCCc1c(C)[nH]n(-c2nc3ccccc3[nH]2)c1=O | nt | -7.4 | 1.3
CCN1CCC(NC(=O)Nc2ccc3c(c2)N(CC)CC3)CC1 | -12.5 | 13.9 | -7.6
C=CCOc1nc(-c2ccncc2)nc2ccccc12 | nt | -1.9 | -9.9
